MrgX1 antag: blocks BAM8-22 activation of human MrgX1 receptor; Q96LB2; MRGX1-HEK293 calcium flux, Fluo-4, BAM8-22 antagonism; stronger effect = lower value; B-score at 10 µM; 1.3% of 310,000 active; AID 588676;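 active means calcium-response B-score plate-corrected more than 3 library SD below zero, starting fluorescence within 5 deviations, no agonist response on first addition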;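 further: peak minus trough fluorescence over baseline after final BAM8-22 challenge near maximal dose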
TRPC6 act: activates the mouse TRPC6 cation channel | HEK293-TRPC6 membrane potential dye fluorescence; stronger effect = higher value | B-score at 10 µM | 0.13% of 310,000 active;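 active means B-score of the integrated fluorescence ratio above library mean plus 3 SD, and starting fluorescence ratio within library mean plus 5 SD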;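 further: higher score means more depolarization so channel activation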
RGS4 block: human RGS4 inhibition; P49798; HEK293 M3R/RGS4 inducible, Fluo-4 calcium flux; stronger effect = higher value; triggered by carbachol at its EC20; B-score at 10 µM; 0.45% of 310,000 active; AID 463165;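 active means B-score, a plate-corrected calcium signal, over three deviations above library mean, with baseline fluorescence within five deviations of library mean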;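 further: RGS4 expression induced by doxycycline in cells with stable M3 receptor; B-score is computed from the integrated fluorescence ratio over baseline after carbachol; higher B-score means a larger calcium signal and so more RGS4 inhibition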
TRPC4 inh: TRPC4 (mouse) channel inhibition | Q9QUQ5 | B-score at 10 µM | HEK293 TRPC4beta/mu-opioid, DAMGO-evoked Fluo4 calcium flux; stronger effect = lower value | 0.39% of 300,000 active;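 active means B-score over 3 SD under the library average, no early fluorescence shift, positive overall ratio signal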
Target sequence (Q9QUQ5 whole entry, looked up): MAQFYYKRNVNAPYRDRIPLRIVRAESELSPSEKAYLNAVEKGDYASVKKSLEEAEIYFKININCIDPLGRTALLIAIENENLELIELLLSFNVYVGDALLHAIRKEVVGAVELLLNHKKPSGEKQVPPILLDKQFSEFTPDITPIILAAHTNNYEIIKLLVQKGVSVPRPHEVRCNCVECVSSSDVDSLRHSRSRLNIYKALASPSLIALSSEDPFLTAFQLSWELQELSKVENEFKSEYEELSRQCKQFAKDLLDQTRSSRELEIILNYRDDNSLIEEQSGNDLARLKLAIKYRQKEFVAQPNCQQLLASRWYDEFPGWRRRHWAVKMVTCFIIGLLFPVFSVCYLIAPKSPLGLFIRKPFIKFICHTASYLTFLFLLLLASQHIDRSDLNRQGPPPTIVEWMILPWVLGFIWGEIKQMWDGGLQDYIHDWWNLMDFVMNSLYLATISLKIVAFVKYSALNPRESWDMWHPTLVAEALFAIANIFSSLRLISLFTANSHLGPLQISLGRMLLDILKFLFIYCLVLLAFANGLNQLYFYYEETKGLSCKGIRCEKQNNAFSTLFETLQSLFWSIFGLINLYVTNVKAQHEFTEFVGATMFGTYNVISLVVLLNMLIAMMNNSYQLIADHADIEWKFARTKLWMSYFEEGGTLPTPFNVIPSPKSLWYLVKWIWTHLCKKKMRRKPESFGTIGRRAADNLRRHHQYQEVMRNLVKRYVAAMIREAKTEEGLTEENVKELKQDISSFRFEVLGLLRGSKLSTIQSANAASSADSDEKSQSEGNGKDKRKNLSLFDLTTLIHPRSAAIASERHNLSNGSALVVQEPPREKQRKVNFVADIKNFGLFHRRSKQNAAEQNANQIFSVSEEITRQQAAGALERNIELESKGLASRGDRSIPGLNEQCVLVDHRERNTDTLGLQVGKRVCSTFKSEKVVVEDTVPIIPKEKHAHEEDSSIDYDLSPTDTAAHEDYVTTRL
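Material: HEK293 cells with stable TRPC4beta plus mu-opioid receptor expression / Probe or stimulus: DAMGO in two steps, submaximal then maximal / Compound: single concentration per test compound / Technique: kinetic Fluo4 fluorescence imaging of calcium influx / Read-out: per-well B score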
TRPC4 agonist: TRPC4 (mouse) channel activation | Q9QUQ5 | HEK293 TRPC4beta/mu-opioid, Fluo4 calcium fluorescence; stronger effect = higher value | B-score at 10 µM | 0.49% of 310,000 active | AID 2237;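 active means B-score above 5 SD of library B-scores, and initial fluorescence ratio not above library mean plus 5 SD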;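 further: positive B-score marks a calcium rise read as TRPC4 activation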
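Material: TRPC4beta and mu-opioid receptor HEK293 stable cells | Incubation: 45 min room-temperature Fluo4 loading, 110 s read | Detection: Kinetic Fluo4 calcium fluorescence | Measure: Integrated baseline-normalised fluorescence ratio, converted to per-well B score | Benchmarks: Low control buffer alone, high control maximal DAMGO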
TMEM16A inh: inhibitors of mouse TMEM16A calcium-activated chloride channel; HEK293 TMEM16A/YFP iodide influx fluorescence, ionomycin; 1.2% of 310,000 active; normalized B-score (activity score, 25-100; higher = stronger inhibition) at 10 µM; Q8BHY3;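 active means ratio plate-corrected score three or more library SD toward inhibition, starting fluorescence score within five deviations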;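 further: score derived from kinetic fluorescence span divided by baseline fluorescence per well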
MrgX1 ag: human MrgX1 receptor agonism, primary screen; Q96LB2; MrgX1-HEK293 cells, Fluo-4 calcium fluorescence, agonist mode; stronger effect = higher value; B-score at 10 µM; 0.44% of 310,000 active; AID 588627;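 active means calcium response B-score plate-corrected fluorescence ratio at least 3 library SD, with starting fluorescence B-score inside 5 SD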
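System – MrgX1-expressing HEK293 cells · Incubation – cells plated overnight, dye loaded 0.5 h 37 °C, 0.5 h room temperature · Technique – kinetic Fluo-4 NW fluorescence of intracellular calcium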
MrgX1 PAM: allosterically activates human MrgX1 receptor signaling; 0.63% of 310,000 active; B-score at 10 µM; MrgX1-HEK293, Fluo-4 calcium flux, FDSS; stronger effect = higher value; Q96LB2;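 active means plate-corrected calcium response at least 3 library SD above typical, normal starting fluorescence, not activating the receptor alone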;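 further: compound read alongside a low EC10 to EC30 dose of BAM8-22 agonist; peak minus trough fluorescence over baseline measured at the second addition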
TRPC4 potent: allosterically enhances the mouse TRPC4 cation channel. Q9QUQ5. HEK293 TRPC4beta/mu-opioid, DAMGO EC20, Fluo-4 Ca2+ flux; stronger effect = higher value. B-score at 10 µM. 0.42% of 310,000 active. AID 2227;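 active means B-score of calcium response area above 5 SD of library B-scores, with initial fluorescence ratio within 5 SD of library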;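 further: B-score of integrated fluorescence ratio over time as area under calcium response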
ANO1 activ: mouse TMEM16A channel activation, primary screen. Q8BHY3. HEK293 TMEM16A/YFP-H148Q/I152L, iodide quench fluorescence; stronger effect = lower value. B-score at 10 µM. 0.3% of 340,000 active. AID 623877;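 active means fluorescence-ratio B-score plate-corrected deviation score at least 3 library SD below zero, with starting fluorescence score within 5 deviations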;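 further: channel opened by trigger with iodide after compound preincubation; score built on the fluorescence ratio of max minus min over baseline; more negative score means more quench and so TMEM16A activation or potentiation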
TRPC6 inh: inhibitors of mouse TRPC6 channel; Q61143; HEK293-TRPC6, membrane potential dye, ACh-evoked depolarization; stronger effect = lower value; B-score at 10 µM; 1.1% of 310,000 active; AID 2553;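 active means B-score under library mean minus 3 SD, initial fluorescence not abnormally high, positive integrated signal ratio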;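 further: B-score derived from integrated fluorescence ratio over the kinetic read; more negative B-score means stronger inhibition of depolarization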
* hit, by the source's call; i = inactive; / = no result given.

# | canonical_smiles | MrgX1 antag | TRPC6 act | RGS4 block | TRPC4 inh | TRPC4 agonist | TMEM16A inh | MrgX1 ag | MrgX1 PAM | TRPC4 potent | ANO1 activ | TRPC6 inh
1 | CC(C)Oc1ccc(NC(=O)C2CCCNC2=O)cc1 (stereo not given) | i | i | i | i | i | i | i | i | i | i | i
2 | C=CCNC(=S)NCc1ccccc1 | i | i | i | i | i | i | i | i | i | i | i
3 | C=C(C)C(=O)Nc1cccc(C2=NOC3(C2)C[C@@H](C(N)=O)N(C(=O)c2ccc(OC)cc2)C3)c1 (stereo not given in full) | i | i | i | i | i | i | i | i | i | i | i
4 | Cc1ccc(-c2nnn(CCOc3cccc(Br)c3)n2)cc1 | i | i | i | i | i | i | i | i | i | i | i
5 | CC1(C)Cc2c(c(N3CCCC3)nc3sc(C(=O)Nc4ccccc4)c(N)c23)CO1 | i | i | i | i | i | i | i | i | i | i | i
6 | Cc1cc(=O)n2[nH]c(CCC(=O)O)nc2n1 | i | i | i | i | i | i | i | i | i | i | i
7 | COc1ccc(C(=O)Nc2ccc(C(=O)N3CCOCC3)cc2)cc1OC | i | i | i | i | i | i | i | i | i | i | i
8 | O=C(/C=C/c1ccc([N+](=O)[O-])cc1)Nc1cccc(C(=O)Nc2ccccc2C(=O)O)c1 | i | i | i | i | i | i | i | i | i | i | i
9 | O=C(Cc1cccc(C(F)(F)F)c1)NCC(c1ccco1)N1CCCCC1 (stereo not given) | i | i | i | i | i | i | i | i | i | i | i
10 | CN(C)CCNc1nc2c(c(=O)[nH]c(=O)n2C)n1CCCc1ccccc1 | i | i | i | i | i | i | i | i | i | i | i
11 | CC(C)(C)C(=O)Nc1c2c(nn1-c1ccc(F)cc1)CSC2 | i | i | i | i | i | i | i | i | i | i | i
12 | CCOC(=O)C1CCCN(C2CC(=O)N(c3ccc(C)cc3)C2=O)C1 (stereo not given) | i | i | i | i | i | i | i | i | i | i | i
13 | COc1ccc([N+](=O)[O-])cc1N(CC(=O)N1CCCC1)S(C)(=O)=O | i | i | i | i | i | i | i | i | i | i | i
14 | Cc1ccsc1CN(C)C(=O)CCc1nnc(COc2ccccc2)o1 | i | i | i | i | i | i | i | i | i | i | i
15 | O=C(CSc1nnc(NC(=O)C2CCC2)s1)Nc1ccccc1Br | i | i | i | i | i | i | i | i | i | i | i
16 | CC(C)CCNC(=O)c1nn(Cc2ccccc2)c(=O)c2ccccc12 | i | i | i | i | i | i | i | i | i | i | i
17 | CCN1CCN(CC(=O)Nc2c(C(=O)OC)[nH]c3cccc(Cl)c23)CC1 | / | i | i | i | i | / | / | / | i | / | i
18 | COc1ccc(-n2c(O)c(/C=N/NS(=O)(=O)c3ccc(C)cc3)c3ccccc3c2=O)cc1OC | i | 29* | i | i | i | i | 86* | i | i | i | i
19 | NC(=O)c1ccccc1NC(=O)CSC1=NCCS1 | i | i | i | i | i | i | i | i | i | i | i
20 | NS(=O)(=O)c1ccc(NC(=O)CSc2ncccn2)cc1 | i | i | i | i | i | i | i | 16* | i | i | i
21 | COc1ccc(NC(=O)CC2C(=O)N(c3cccc(OC)c3)C(=O)N2C(C)C)cc1 (stereo not given) | i | i | i | i | i | i | i | i | i | i | i
22 | O=C(CCCOc1ccc(Cl)cc1Cl)Nc1ccccc1C(=O)O | i | i | i | i | i | i | i | i | i | i | i
23 | CCOc1ccccc1NC(=O)CCCNC(=O)Cn1cnc2sc(C)c(C)c2c1=O | i | i | i | i | i | i | i | i | i | i | i
24 | O=C(NCCCn1ccnc1)c1cc(Br)c(Br)s1 | i | i | i | i | i | i | i | i | i | i | i
25 | COC(=O)C1=C(C)N(C)C(=O)NC1c1cccc2ccccc12 (stereo not given) | i | i | i | i | i | i | i | i | i | i | i
26 | Cc1cc(C)c(NC(=O)Cn2c(=O)n(-c3ccc(CC(=O)NCC4CCCO4)cc3)c(=O)c3ccccc32)c(C)c1 (stereo not given) | i | i | i | i | i | i | i | i | i | i | i
27 | O=S(=O)(NCC1COc2ccccc2O1)c1ccc2ccccc2c1 (stereo not given) | i | i | i | i | i | i | i | i | i | i | i
28 | O=C1Cn2c(nc3ccccc32)N1c1cccc(C(F)(F)F)c1 | i | i | i | i | i | i | i | i | i | i | i
29 | CN(C)S(=O)(=O)n1cc(/C=C(\NC(=O)c2ccccc2F)C(=O)NCCCn2ccnc2)c2ccccc21 | / | i | i | i | i | / | / | / | i | i | i
30 | COc1cc(C(=O)NCc2cc3cc(Cl)ccc3n2C)cc(OC)c1OC | i | i | i | i | i | i | i | i | i | i | i
31 | O=c1c2ccccc2n2c(-c3cccc(Cl)c3)nnc2n1Cc1ccccc1 | i | i | i | i | i | i | i | i | i | i | i
32 | O=C1CCCCCN1CP(=O)(O)CCc1ccccc1 | i | i | i | i | i | i | i | i | i | i | i
33 | Cc1cccc(OCC(=O)NNc2c3ccccc3nc3ccccc23)c1 | i | i | i | i | i | 25* | i | i | i | i | i
34 | Cc1cc(NC(=O)CN2CCN(c3ccccc3O)CC2)no1 | i | i | i | i | i | i | i | i | i | i | i
35 | CC1(C)Cc2c(cnn2-c2cccc(F)c2)C(NC(=O)c2csnn2)C1 (stereo not given) | i | i | i | i | i | i | i | i | i | i | i
36 | CCc1nnc(NC(=O)C2=NN(C3CCS(=O)(=O)C3)C(=O)CC2)s1 (stereo not given) | i | i | i | i | i | i | i | i | i | i | i
37 | CCOc1cc(/C=C2\C(=N)N3N=C(C)SC3=NC2=O)ccc1OCCOc1cccc(OC)c1 | i | i | i | i | i | i | i | i | i | i | i
38 | COc1ccc(-n2c(O)c(/C=C3\C=Nc4ccccc43)c(=O)[nH]c2=O)cc1 | / | i | i | i | i | / | / | / | i | i | i
39 | COCCn1c(SCC(=O)N2CCCCCC2)nnc1-c1ccco1 | i | i | i | i | i | i | i | i | i | i | i
40 | COc1cccc(OC)c1C(=O)N1CCN(S(=O)(=O)c2ccc(C)cc2)CC1 | i | i | i | i | i | i | i | i | i | i | i
41 | CCN(CC)C(=O)C1CCN(Cc2ccc(OCc3ccccc3)c(OC)c2)CC1 | i | i | i | i | i | i | i | i | i | i | i
42 | CCn1cnc2c1c(=O)n(CC(=O)NCc1ccccc1)c(=O)n2Cc1ccccc1 | i | i | i | i | i | i | i | i | i | i | i
43 | CCC12OC(=N)C(C#N)(C1C)C(C#N)(C#N)C(c1ccccc1)O2 (stereo not given) | i | i | i | i | i | i | i | i | i | i | i
44 | COCCN1Cc2cccc(C(=O)NCC3CCN(CC(C)C)C3)c2C1=O (stereo not given) | i | i | i | i | i | i | i | i | i | i | i
45 | COc1cc(C(=O)NCc2nnc(SCC(=O)Nc3c(C)cc(C)cc3C)o2)cc(OC)c1OC | i | i | i | i | i | i | i | i | i | i | i
46 | OC(CCCN1CCCCC1)(c1ccccc1)c1ccccc1 | i | i | i | i | i | i | i | i | i | i | i
47 | Cn1cccc1C(=S)N1CCOCC1 | i | i | i | i | i | i | i | i | i | i | i
48 | Cc1oc(-c2ccc(C(F)(F)F)cc2)nc1CN(Cc1ccccn1)C[C@@H]1CCC(=O)N1 | i | i | i | i | i | i | i | i | i | i | i
49 | Cc1c(NC(=O)CSc2ncnc3ccccc23)c(=O)n(-c2ccccc2)n1C | i | i | i | i | i | i | i | i | i | i | i
50 | COCCNC(=S)Nc1cc(OC)c(NC(=O)c2ccco2)cc1OC | i | i | i | i | i | i | i | i | i | i | i

Following part:
# | canonical_smiles | MrgX1 antag | TRPC6 act | RGS4 block | TRPC4 inh | TRPC4 agonist | TMEM16A inh | MrgX1 ag | MrgX1 PAM | TRPC4 potent | ANO1 activ | TRPC6 inh
51 | Cc1ccnc2nc(C(=O)Nc3nnc(-c4ccc(Cl)cc4)o3)nn12 | i | i | i | i | i | i | i | i | i | i | i
52 | CCN(C(=O)COC(=O)c1cc(-c2ccccc2)nc2c1c(C)nn2-c1ccc(C)cc1)C1CCS(=O)(=O)C1 (stereo not given) | i | i | i | i | i | i | i | i | i | i | i
53 | Cc1ccc2cc(C#N)c(N3CCCN(S(=O)(=O)c4ccccc4)CC3)nc2c1C | i | i | i | i | i | i | i | i | i | i | i
54 | CCN(CC(=O)NC1CCS(=O)(=O)C1)Cc1nc2c(Br)cc(Br)cc2c(=O)[nH]1 (stereo not given) | i | i | i | i | i | i | i | i | i | i | i
55 | OCc1cn(-c2ccccc2)nn1 | i | i | i | i | i | i | i | i | i | i | i
56 | O=C(Nc1nc(-c2ccccc2)cs1)C1CCCO1 (stereo not given) | i | i | i | i | i | i | i | i | i | i | i
57 | CCOc1c(Cl)cc(CNc2ccc(N3CCCC3)cc2)cc1OC | / | i | 5.7* | i | i | / | / | / | i | i | i
58 | CCC(=O)N1CCC(C(N)=O)(N2CCCCC2)CC1 | i | i | i | i | i | i | i | i | i | i | i
59 | O=C(/C=C/c1c(Cl)nc2ccccn12)Nc1ccc(F)cc1 | i | i | i | i | i | i | i | i | i | i | i
60 | CCOC(=O)C1C(=O)CC(C)(O)C(C(=O)OCC)C1c1ccc(Br)cc1 (stereo not given) | i | i | i | i | i | i | i | i | i | i | i
61 | CCC(C(=O)NC(C)(C)C)N(Cc1ccco1)C(=O)CNS(=O)(=O)c1ccc(OC)cc1 (stereo not given) | i | i | i | i | i | i | i | i | i | i | i
62 | O=S(=O)(Nc1cccnc1)c1ccc(Cl)cc1 | i | i | i | i | i | i | i | i | i | i | i
63 | CCOC(=O)CSc1nnc(CNC(=O)Cc2ccccc2)n1C | i | i | i | i | i | i | i | i | i | i | i
64 | Cc1noc(C)c1COc1ncnc2ccccc12 | i | i | i | i | i | i | i | i | i | i | i
65 | COc1cccc(-c2cc3nc(-c4ccccc4)cc(=O)n3[nH]2)c1 | i | i | i | i | i | i | i | i | i | i | i
66 | Cn1c(CSCc2ccc(Cl)cc2)nnc1SCC(=O)Nc1nc2ccccc2s1 | i | i | i | i | i | i | i | i | i | i | i

Screening data (PubChem)
